# Assay outcomes: PubChem, several laboratories
# Autophagy mod: modulators of autophagy; MEF GFP-LC3 puncta imaging; test concentration mostly 10 µM; calls only at 10 µM (by protocol); 190,000 compounds, 0.98% hits; AID 463193;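 active = percentage of spot-positive cells more than 3 SD above its plate mean, without a fluorescence outlier flag or 80% toxicity; inconclusive = no clear call, values can overlap the other calls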;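 note: spot-positive cell cutoff set from DMSO-treated cells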
# MT stabilizer: microtubule stabilizers in HeLa cells. HeLa tubulin immunostaining HCS, 24 h; share of cells brighter than vehicle mean+2SD. % tubulin-high responders, % at 10 µM. 200,000 compounds, 0.83% hits;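 active = plate Z-score above 3 for both tubulin-high and condensed-nucleus cell shares, with cell loss under 80%, at 10 µM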;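 note: anti alpha tubulin signal scored within the nucleus-defined area of each cell; some results filed as inactive read as strong as hits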
# West Nile virus CPE: inhibition of WNV-induced cytopathic effect – cell-based, CPE readout (AID 1621); CPE inhibition, % at 10 µM, or IC50 in µM where a hit was titrated; 290,000 compounds, 0.02% hits; West Nile virus-infected cells, CPE inhibition; higher % means a stronger effect; in the data active = a potency from the dose series; inconclusive = CPE inhibition mostly from about 3.7% at the one dose, without a potency; inactive = the rest, 99 in 100 with CPE inhibition below about 2.2%; note: strong numbers were not always called active
# T cell modulator: T cell immune modulation candidate; calls only at 7 µM; 2C CD8+ T cell-vesicle binding, flow cytometry; active compounds read low; 330,000 compounds, 0.068% hits;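 active = response, share of CD8 T cells binding vesicles, and their 90th percentile fluorescence all below set limits, cut at about 80% in these data, passing the limit was not always enough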
#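 material = purified 2C TCR transgenic mouse naive CD8+ T cells | controls = Unloaded micro-vesicles (low), QL9 vesicles with 0.7% DMSO (high) | detection = cytometric PE anti-B7-1 and Alexa647 anti-CD8 signals after 1% paraformaldehyde fixation | incubation = binding step 1.5 h, 37 °C, antibody labelling 20 min, ice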
# Lipid droplet: modulators of hepatic lipid droplet formation | inhibition, % at 6.5 µM | 240,000 compounds, 0.4% hits | AML12 mouse hepatocytes, oleate lipid droplets, BODIPY imaging;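 active = lipid droplet intensity inhibited by at least 50%, with more than 500 cells counted; inconclusive = wells with under 300 cells, treated as cytotoxic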
#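 Assay system: AML12 hepatocytes (mouse); Probe or stimulus: oleic acid at 100 µM to induce lipid droplet formation; Dosing: compound at 6.5 µM only; Schedule: compound with oleate, overnight; Detection: fluorescence imaging, 20x objective, two fields per well; Measure: % inhibition of lipid droplet signal.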
# Ins promoter up: MIN6 insulin promoter up-regulation; MIN6 insulin promoter-GFP reporter, high-content imaging; active compounds read high; 190,000 compounds, 0.3% hits; z-score at 5 µM;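 active = z-score above 3 at 5 µM with at least 500 cells counted in the well; inconclusive = wells under 500 cells, flagged as cytotoxic or low count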
# b-catenin transl: modulators of beta-catenin nuclear translocation; HeLa beta-catenin nuclear translocation, immunofluorescence imaging; nuclear translocation activity, % at 5 µM; 190,000 compounds, 0.3% hits; AID 1665;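 active = nuclear translocation activity above 50% at 5 µM, with a well cell count of 50 or more; inconclusive = wells under 50 cells across six images, flagged as toxic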;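 note: per-cell ratio of nuclear to cytoplasmic median beta-catenin stain intensity; plate controls were DMSO negative control for no effect and GSK-3 inhibitor IX positive control for full effect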
#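 Test system: human HeLa cell line; Doses: 5 µM primary, 0.02–20 µM confirmation; Incubation: 24 h compound exposure, 37°C; Detection: beta-catenin immunofluorescence imaging with DAPI; Read-out: beta-catenin nuclear/cytoplasmic ratio, % activation.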
# WT yeast gro inh: growth inhibition of WT yeast, mitochondrial fusion screen; mitochondrial fusion phenotypic screen, WT strain; inhibition, % at 10 µM; 190,000 compounds, 2.1% hits; in the data active = inhibition above about 58%; tested in S. cerevisiae
# Myeloid diff 2: myeloid differentiation induction; ER-HoxA9 myeloid progenitors, lysozyme-GFP differentiation, flow cytometry; calls only at 10 µM; 360,000 compounds, 1% hits; AID 624256;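 active = normalized GFP-positive differentiation at or above the plate's own cutoff, the solvent-only control mean plus 3 SD; inconclusive = no clear call, values can overlap the other calls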;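 note: cells exposed to compound for four days before flow analysis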
# WT yeast gro inh mutant strain: recorded beside WT yeast gro inh, whose call it bears; inhibition, %; mitochondrial fusion phenotypic screen, mutant strain inhibition
# Ins promoter up cell count: second read-out of Ins promoter up, no call of its own (marks repeat the call); cell count; measured here: cytotoxicity, nuclei count;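 total cells summed across four imaged fields per well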
# Lipid droplet cells 6.5 µM: further read-out of Lipid droplet, marked with its call; cell count; measured here: cell count, cytotoxicity flag;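 cells counted across two imaged fields per well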
# b-catenin transl cell count 5 µM: also measured in b-catenin transl; calls as there; cell count; measured here: cell count, cytotoxicity flag
# T cell modulator vesicle-bound %: further read-out of T cell modulator, marked with its call; double positive events, %; measured here: CD8+ vesicle-bound cell fraction;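 binding gate set so that unloaded-vesicle control wells show 10% double positive cells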
# MT stabilizer Hoechst-high %: recorded beside MT stabilizer, whose call it bears; % Hoechst-high responders; measured here: nuclear condensation Hoechst responders;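 share of cells brighter than vehicle mean plus two SD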
# MT stabilizer cytotoxicity %: also measured in MT stabilizer; calls as there; toxicity, %; measured here: cytotoxicity by cell density;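 0% = mean cell density of plate MIN control wells and 100% = no cells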
# Autophagy mod cell loss 18 h: also measured in Autophagy mod; calls as there; toxicity, %; measured here: cell loss, nuclei count;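 cell loss after 18 h compound exposure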
# Myeloid diff 2 GFP+ MAC1+ %: also measured in Myeloid diff 2; calls as there; GFP+ MAC1+ double positive, %; measured here: differentiation confirmed by MAC1 staining
# An asterisk follows results filed as active; i = inactive; ? = inconclusive; nt = not tested or not shown.
SMILES,Autophagy mod,Autophagy mod cell loss 18 h,MT stabilizer,MT stabilizer Hoechst-high %,MT stabilizer cytotoxicity %,West Nile virus CPE,T cell modulator,T cell modulator vesicle-bound %,Lipid droplet,Lipid droplet cells 6.5 µM,Ins promoter up,Ins promoter up cell count,b-catenin transl,b-catenin transl cell count 5 µM,WT yeast gro inh,WT yeast gro inh mutant strain,Myeloid diff 2,Myeloid diff 2 GFP+ MAC1+ %
COc1ccc(OC)c(-n2c(-c3ccc(S(C)(=O)=O)cc3)cc(C=O)c2C)c1,i,-4,3.7,1.6,7.8,-0.1%,i,29,nt,nt,-0.52,887,1.6,727,-22,-20,i,0.6
CNC(=O)CSc1nnc(-c2ccco2)n1-c1cccc(C)c1C,nt,nt,nt,nt,nt,0.9%,i,66,10,807,nt,nt,nt,nt,nt,nt,i,1.3
CC1(C)CC(NC(=O)c2cc(S(=O)(=O)N3CCCCC3)ccc2Cl)CC(C)(C)N1,nt,nt,nt,nt,nt,-0.3%,i,38,4,876,nt,nt,nt,nt,nt,nt,i,0.8
COc1ccc(O)c(/C=N/NC(=O)c2cc(=O)[nH]c3ccccc23)c1,nt,nt,nt,nt,nt,-0.3%,i,25,20,739,0.59,1137,-0.6,1358,nt,nt,i,0.7
c1ccc(CCn2nnnc2C(c2cccs2)N2CCOCC2)cc1 (stereo unspecified),nt,nt,nt,nt,nt,-0.3%,i,43,3,777,-0.4,1171,1.5,1178,-11,-9,i,0.9
COc1cc(C2Nc3cccc4cccc(c34)N2)ccc1OC(C)=O,i,1,5.1,4.5,8.7,0.2%,i,24,nt,nt,-0.67,1133,-2.8,1006,12,14,i,1.5
O=C(Nc1ccncc1)c1ccc2c(c1)C(=O)N(C1CCCCC1)C2=O,i,7,0.8,2.0,15,?,i,44,5,708,1,969,0.6,1118,7,0,i,0.4
CN1CCC(OC(=O)Cc2ccc(Cl)cc2)CC1,i,-12,2.0,0.6,3.1,-0.4%,i,62,3,747,-0.6,1393,-1.5,1014,11,5,i,0.1
CSc1ccc(C(=O)C2CCCN(C(=O)c3nonc3C)C2)cc1 (stereo unspecified),nt,nt,nt,nt,nt,-0.8%,i,71,0,852,nt,nt,nt,nt,nt,nt,?,nt
COc1ccc(N2CCN(S(=O)(=O)CCNC(=O)Cc3ccc([N+](=O)[O-])cc3)CC2)cc1,nt,nt,nt,nt,nt,0.6%,i,1,-1,728,nt,nt,nt,nt,nt,nt,i,4.2
O=C(c1cc2ccccc2o1)N1CC=C(c2ccccc2)CC1,nt,nt,nt,nt,nt,-0.5%,i,29,1,728,0.15,1396,-1.3,1114,nt,nt,i,1.4
CC(=O)c1cnn(-c2cc(Oc3cccc(C)c3)ncn2)c1C,i,39,1.7,1.2,5.7,1.1%,i,16,1,737,0.94,1100,-4.1,1118,18,6,i,1.6
Cc1cc(C(F)(F)F)n(-c2nc(C(=O)NN)cs2)n1,i,5,5.6,3.2,8.8,0.3%,i,26,nt,nt,0.06,1359,-1.8,1090,-6,2,i,0.6
Cc1ccc2c(c1)Sc1c(ccc3ccccc13)N2,nt,nt,nt,nt,nt,-0.8%,i,33,23,702,1.4,1354,0.4,1349,nt,nt,i,0.7
CC(=O)Cc1nsc(Nc2ccc(F)cc2)n1,i,-7,1.1,1.5,5.1,0.0%,i,10,4,706,-0.14,1239,-0.9,1239,3,-4,i,1.9
CCOC(=O)CNC(=S)N(CCCN1CCCCCC1)Cc1cccs1,i,-17,3.4,2.1,7.3,-0.6%,i,49,4,675,-1.1,1366,-0.8,1116,-5,-8,i,0.9
CCOC(=O)N1CCN(C(=O)c2ccc3ccccc3c2)CC1,nt,nt,nt,nt,nt,-0.7%,i,59,-2,780,nt,nt,nt,nt,nt,nt,i,0.9
O=C(CNC(=O)c1ccc(Cl)cc1)NC1CCCCC1,nt,nt,nt,nt,nt,-0.5%,i,72,2,715,nt,nt,nt,nt,nt,nt,i,3.5
CC(C(=O)OCC(=O)c1ccccc1)N1C(=O)C2C3CCC(C3)C2C1=O (stereo unspecified),i,3,0.9,1.9,4.7,0.2%,i,21,0,744,-1.2,1204,-2.8,1078,5,7,i,0.8
COc1ccc(S(=O)(=O)N(CC(=O)NCc2ccccn2)Cc2ccccc2)cc1,nt,nt,nt,nt,nt,-0.1%,i,43,-18,787,nt,nt,nt,nt,nt,nt,i,0.5
O=c1oc2ccccc2cc1-c1csc(Nc2ccc(O)cc2)n1,i,19,2.6,2.0,1.8,0.1%,i,53,0,649,-4.5,853,27,927,-5,2,i,1.6
CC(C)NS(=O)(=O)c1ccc2c(c1)oc(=O)n2C,i,-10,4.9,2.6,7.2,-0.2%,i,28,-2,752,0.32,1047,-2.9,1141,-6,0,i,1.4
COc1ccc(C2=NS(=O)(=O)N(C)C(C(=O)Nc3ccc(OC)c(OC)c3)=C2)cc1,nt,nt,nt,nt,nt,-1.1%,i,56,-6,628,nt,nt,nt,nt,nt,nt,i,2.4
COc1ccc(C(=O)Nc2ccc(NC(=O)CSc3nnc(-c4ccncc4)n3C)cc2)cc1,nt,nt,nt,nt,nt,0.3%,i,35,-6,663,nt,nt,nt,nt,nt,nt,i,0.4
COc1cc2cc3c(N)c(C(=O)NCc4ccco4)sc3nc2cc1OC,i,4,5.2,3.6,5.3,0.5%,i,16,nt,nt,-1.7,1061,2.9,1169,4,2,i,0.9
COc1cccc(C=Nc2ccccc2C(=O)Nc2ccccc2)c1O,i,4,3.8,1.5,7.2,0.0%,i,30,-22,637,-0.45,1263,nt,nt,-17,18,i,1.0
CC(C)C(C)NC(=O)CSc1nnc(-c2c[nH]c3ccccc23)o1 (stereo unspecified),i,-19,2.5,0.9,7.5,-0.4%,i,44,3,673,nt,nt,1.3,1137,-6,7,i,0.3
CCOc1ccc(CCNC(=O)C2CCN(c3ccc(N4CCOCC4)nn3)CC2)cc1OCC,i,-8,3.3,3.7,1.8,nt,i,36,nt,nt,0.81,1114,-0.2,867,9,26,i,0.7
COc1ccc(CCNC(=O)CCc2ccc(S(=O)(=O)NC(C)C)cc2)cc1,i,1,3.7,2.2,3.8,-1.4%,i,5,-17,495,-0.57,1193,2.5,491,20,13,i,1.1
COC(=O)c1cc(OC)c(OC)cc1NCC(=O)Nc1ccc(C)cc1,i,18,6.1,2.4,4.5,-0.8%,i,46,-14,601,-0.4,1494,-1.5,1160,17,4,i,0.9
COc1ccc(OC)c(Nc2ccc(C(=O)O)cc2[N+](=O)[O-])c1,i,-10,2.4,3.6,4.9,-0.3%,i,64,0,653,-0.01,1425,-1.4,1082,-3,-3,i,0.3
O=C(CCc1ccncc1)N1CCCC(Nc2ccc(F)c(F)c2)C1 (stereo unspecified),nt,nt,nt,nt,nt,-0.2%,i,19,2,682,nt,nt,nt,nt,nt,nt,i,3.0
CCC(=O)Nc1cccc(NC(=S)NC(=O)c2ccc(C)cc2)c1,i,10,2.8,0.8,4.8,-0.4%,i,44,9,715,0.66,1434,-0.4,1467,-7,-20,i,0.2
O=C(Nc1cccc2ccccc12)NC1CCCc2ccccc21 (stereo unspecified),i,-1,1.4,0.9,5.9,-0.1%,i,46,-9,738,1.1,834,0.2,1055,16,-9,i,0.5
CCOC(=O)C1CCN(c2ncnc3c2c(-c2ccccc2)cn3-c2ccc(C)cc2)CC1,i,20,1.6,1.7,0.6,-0.9%,i,42,2,738,0.48,1093,nt,nt,15,15,i,0.5
